NPYLR7 ag: agonists of mosquito NPYLR7 receptor, primary screen, cell-based, Aedes aegypti, calcium fluorescence, mosquito biting behavior. Aedes aegypti neuropeptide Y-like receptor 7 (NPYLR7). HEK293T NPYLR7/Galpha15, GCaMP6s calcium fluorescence. activation, % at 10 µM. 270,000 compounds, 0.15% hits; in the data active = activation above about 40%;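 note: 0% = vehicle and 100% = reference agonist at the receptor; some compounds past the cut are filed as inactive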
hcGAS inh: Primary biochemical luminescence assay for human cyclic GMP-AMP synthase inhibitors; recombinant h-cGAS, ATP depletion, Kinase-Glo luminescence; Q8N884; 290,000 compounds, 0.081% hits; inhibition, % at 12.5 µM;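 note: 0% = vehicle reaction and 100% = reaction without DNA for no activity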
Target sequence (Q8N884 whole entry, looked up): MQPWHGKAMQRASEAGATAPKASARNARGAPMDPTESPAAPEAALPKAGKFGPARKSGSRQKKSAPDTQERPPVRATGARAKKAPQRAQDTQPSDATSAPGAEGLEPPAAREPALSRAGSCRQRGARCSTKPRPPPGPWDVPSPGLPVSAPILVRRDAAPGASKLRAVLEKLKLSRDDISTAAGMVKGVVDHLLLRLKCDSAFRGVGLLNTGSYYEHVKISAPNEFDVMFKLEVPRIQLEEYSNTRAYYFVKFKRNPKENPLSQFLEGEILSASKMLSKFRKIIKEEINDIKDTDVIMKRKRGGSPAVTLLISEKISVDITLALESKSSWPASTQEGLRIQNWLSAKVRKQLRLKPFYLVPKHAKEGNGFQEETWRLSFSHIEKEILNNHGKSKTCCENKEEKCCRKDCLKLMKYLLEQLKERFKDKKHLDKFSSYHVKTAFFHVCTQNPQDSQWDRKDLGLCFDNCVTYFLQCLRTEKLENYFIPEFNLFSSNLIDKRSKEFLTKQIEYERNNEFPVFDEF
mcGAS lum: cyclic GMP-AMP synthase inhibitors, mouse, primary biochemical chemiluminescence; Q8C6L5; 160,000 compounds, 0.15% hits; inhibition, % at 12.5 µM; recombinant cGAS, Kinase-Glo ATP depletion luminescence;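 note: 0% = negative control wells and 100% = reference inhibitor with no enzyme activity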
Starred values were filed as active, the others as inactive; · = no result given; & = joins results of further samples. Cut-off read from the data, not from the text of the source, unless noted: active = inhibition above about 40%; inactive = the rest.

Structure | NPYLR7 ag | hcGAS inh | mcGAS lum
CCN1CCN(C(c2cccnc2)c2c(NC(C)=O)sc3c2CCCC3)CC1 (stereo unspecified) | 11 | -1 | ·
Cc1onc(C(=O)N2CCCN(Cc3ccc(F)cc3)C(C(C)C)C2)c1CO (stereo unspecified) | 3 | 2 | 1
COCCOCC(=O)N1CCC(n2c(=O)oc3ccc(F)cc32)CC1 | 6 | -6 | -5
CCCCN(CC(=O)NCC(=O)Nc1ccc(OC)cc1)C(=O)CC(C)(C)C | 15 | -6 | -5
CC(C)CC1CCN(C(=O)c2ccccc2I)C1 (stereo unspecified) | 2 | -11 | ·
CCCc1ccc(OCCNC(C)=O)c(OC)c1 | 5 | 8 | ·
CC(C(=O)N1CCCC1)N1CCN(C(=O)c2c(Cl)nc3ccccn23)CC1 (stereo unspecified) | 6 | -6 | ·
CN(Cc1ccc2ccccc2n1)C(=O)c1ccc(N2CC(O)C2)nc1 | 11 | -2 | ·
COc1cccc(OC)c1OCCOc1ccc(C)cc1Br | -5 | -3 | ·
CS(=O)(=O)CC[C@H](NC(=O)C1=C[C@@H](NC(=O)[C@@H]2C[C@@H](O)CN2)[C@@H](O)[C@H](O)C1)C(N)=O | -11 | -3 | -3
COc1cc(OC)c2c(c1)OC1(CCN(C(=O)OCc3ccc(OC)c(OC)c3Cl)CC1)CC2=O | -5 | -3 | -5
CCc1c(C)cc(C(=O)N2CCOCC(O)(CN3CCCC3)C2)c(=O)n1C (stereo unspecified) | · | -2 | 1
O=C(NCc1cccnc1)NC1(c2ccccc2)CCC1 | -19 | -3 | ·
O=C(c1coc(COc2ccccc2F)n1)N1CCS(=O)(=O)CC1 | 4 | -7 | ·
CCn1cnnc1C1CCN(C(=O)c2ccc(C)s2)CC1 | 11 | -9 | ·
N#Cc1cccc(C(=O)N2CCN(c3nc4nccc(-c5cccnc5)n4n3)CC2)c1 | · | -11 | -8
Cc1cc(NC(=O)c2ccc(N3CCCC3=O)cc2)ccn1 | 2 | -4 | ·
O=C(NCc1ccccc1)c1cnn2c1NC(c1ccc(F)cc1)CC2C(F)(F)F (stereo unspecified) | -5 | -1 | 0
COc1ccc(-n2nc(-c3cccc(OC)c3)cc2C(=O)NCCN2CCCCC2)cc1 | -5 | -4 | -3
CCNC(=O)C1(C)CCCN(Cc2ccnc3ccccc23)C1 (stereo unspecified) | -1 | -6 | ·
CC(c1nc2ccccc2c(=O)[nH]1)N1CCN(c2ccccn2)CC1 (stereo unspecified) | -16 | -5 | ·
O=C(CCN1CCOCC1)N1N=C(c2cccs2)CC1c1cccs1 (stereo unspecified) | 1 | 1 | ·
COc1ccc(NC(=O)CSc2nc3sc(C)cc3c(=O)n2Cc2ccco2)cc1 | 0 | -6 | -3
CCOC(=O)C1CCN(C(=O)c2c(C)c(CC)c(C)n2Cc2ccccc2F)CC1 | · | -1 | -6
CN(CCc1ccccn1)c1ncccc1CNC(=O)c1cnc2ccccn12 | 7 | -5 | ·
CCCNC(=O)c1oc2ccc(Br)cc2c1C | 18 | -9 | ·
CC1(C)Cc2cc(CN3CCCC(N4CCCC4=O)C3)ccc2O1 (stereo unspecified) | 6 | -5 | ·
COc1ccc(N2C(=O)CSC2c2ccccc2F)cc1Cl (stereo unspecified) | -1 | 0 | -1
c1cncc(-c2ccc(SC3CCCC3)nn2)c1 | 1 | -6 | -7
Cc1cc(C(=O)NN=C2CCCCCC2)c(C)o1 | 1 | -6 | -3

A draw from above in order of count of non-hydrogen atoms, low to high.
Structure | NPYLR7 ag | hcGAS inh | mcGAS lum
CCCc1ccc(OCCNC(C)=O)c(OC)c1 | 5 | 8 | ·
CC(c1nc2ccccc2c(=O)[nH]1)N1CCN(c2ccccn2)CC1 (stereo unspecified) | -16 | -5 | ·
CCOC(=O)C1CCN(C(=O)c2c(C)c(CC)c(C)n2Cc2ccccc2F)CC1 | · | -1 | -6

(listing goes on)
Structure | NPYLR7 ag | hcGAS inh | mcGAS lum
CCn1nc(C)cc1C(=O)N(CCC#N)c1ccc(C)c(C)c1 | 13 | -9 | ·
CNc1cc(C)nc(N2CCC3(CCNCC3)CC2)n1 | 2 | -3 | ·
Cc1cccc(NC(C)c2ccc(F)cc2)c1 (stereo unspecified) | 22 | -2 | ·
CCS(=O)(=O)c1ccc(N2CCC(Nc3ncccc3C#N)CC2)cc1 | -1 | -10 | ·
N[C@H]1CN[C@H](C(=O)N2CCC(c3nc(-c4ccccc4)no3)CC2)C1 | -4 | -6 | ·
Cc1c(C)n2c3c(=O)[nH]c(=O)n(C)c3nc2n1-c1ccc(N(C)C)cc1 | 5 | -3 | ·
NC(Cc1cnc[nH]1)c1csc(Nc2ccc(C(F)(F)F)cn2)n1 (stereo unspecified) | -4 | -5 | -7
Cc1ccc(-c2nc3n(c2CNC(=O)c2ccc(S(=O)(=O)N(C)C)cc2)CCS3)cc1 | 16 | -4 | ·
CC1(C(=O)Nc2ccc3c(c2)OCO3)CCN1Cc1ccoc1 (stereo unspecified) | 13 | -1 | ·
Cc1cc(Nc2ccc3c(n2)C(=O)N(CC(=O)NCCCO)C3)n(C)n1 | 2 | -9 | ·
Fc1ccc(Br)cc1C1CC(c2cccnc2)Nc2nnnn21 (stereo unspecified) | 2 | 4 | ·
COc1ccc2cc(C(C)C(=O)NC3(C)CCS(=O)(=O)C3)ccc2c1 (stereo unspecified) | -24 | -1 | ·
CC1=CC[C@@H]2CN(C(=O)CCc3cccnc3)C[C@@H]2C1 | 8 | -6 | -14
CCSC1CCCC(NC(=O)c2c(C)c(C)nn(C)c2=O)C1 (stereo unspecified) | 6 | -15 | ·
FC(F)(F)c1nnc2ccc(N3CCCCC3)nn12 | 20 | -2 | -4
COC(=O)C1CCN(C(=O)CC2CSc3nc4c(c(=O)n32)CCCC4)CC1 (stereo unspecified) | -1 | 0 | ·
CN(C)C(CNC(=O)Cc1n[nH]c(=O)c2ccccc12)Cc1ccccc1 (stereo unspecified) | 7 | -7 | ·
O=C(NCc1cccnc1)c1cnn2c(C(F)(F)F)cc(-c3ccc(F)cc3)nc12 | 2 | 4 | 1
c1cc[n+]2cc3n(c2c1)Cc1c[n+]2ccccc2n1C3 | 13 | -4 | -6
CN(Cc1ccccc1O)CC1CCCN(CCc2cccc(C(F)(F)F)c2)C1 (stereo unspecified) | · | -3 | -8
Cc1n[nH]c(C)c1/C=C(/C#N)c1nc(-c2ccc(Cl)cc2)cs1 | 0 | -3 | ·
Cc1cc(S(=O)(=O)N2CCN=C2c2ccccc2)ccc1F | -4 | 1 | ·
CN(Cc1cc2cc(F)ccc2[nH]1)C(=O)c1ccc2oc(Cc3ccccc3)nc2c1 | · | -2 | -5
Nc1c2c(nn1-c1ccccc1)CSC2 | -9 | 0 | -2
Cc1cccc(C2CN(C)CCc3c2cc(O)c(O)c3Cl)c1 (stereo unspecified) | 3 | 19 | -4
Cc1ccc(CN(CC(O)COCC(C)C)C2CC2)c(C)c1 (stereo unspecified) | 15 | -6 | -5
Cc1cc(C)cc(N2CCC(NCCn3ncc4ccccc4c3=O)CC2)c1 | 15 | -1 | -8
O=C(CSC12CC3CC(CC(C3)C1)C2)N1CCCn2cncc2C1 | 0 | -11 | -9
CCN1CCOC(CNc2ncnc3ccsc23)C1 (stereo unspecified) | 1 | -15 | ·
CC1CCC(NS(=O)(=O)N2CCCC(C)C2)CC1 (stereo unspecified) | -2 | -10 | ·
Cc1nc(-c2ccc3c(c2)OCO3)cc(C(C)C)n1 | 15 | -3 | ·
Cc1ccc(-c2[nH]c3ccccc3c2SCCNC(=O)c2ccc(S(=O)(=O)N(C)C)cc2)cc1 | 0 | 3 | -3
CN1CC(NC(=O)CC2(CC(=O)c3ccc(Cl)s3)CCCCC2)CCC1=O (stereo unspecified) | 3 | -9 | ·
O=C(COc1ccccc1)N1CCc2ccc(O)cc2C1 | 1 | -14 | ·
Cc1ccc2c(c1)SC(C(=O)N1CCN(Cc3csc(C(C)(C)C)n3)CC1)C2 (stereo unspecified) | -3 | -1 | ·
O=[N+]([O-])c1ccc(N=Nc2c(O)[nH]c3ccc(F)cc23)cc1 | -10 | -4 | -4
CCS(=O)(=O)Oc1cccc(CN(C(=O)C2CC2)C(C)C)c1 | 20 | -6 | -4
CCCc1nc(N2CCCN(S(=O)(=O)c3ccc(C)cc3)CC2)c2c(-c3ccccc3)noc2n1 | 20 | -5 | -5
C=CCN(C(=O)c1cnn(CCC)c1C)C1CCS(=O)(=O)C1 (stereo unspecified) | -1 | -2 | ·
Cc1c(C#N)c(SCc2ccc(S(=O)(=O)N(C)C)o2)nc2c1CCC2 | 25 | -4 | -12
Cc1ccc(-c2nnc(Nc3cccc(Cl)c3)c3ccccc23)cc1S(=O)(=O)N(C)C | -10 | 8 | ·
C=Cc1ccc(CC2(C)C(=O)Nc3ccc(-c4ccc(F)c(Cl)c4)cc32)cc1 (stereo unspecified) | 4 | 0 | -1
CCc1csc(CNC(=O)c2cc3n(n2)CCN(C(C)C)C3)n1 | · | -11 | -13
C=CCn1c(SCC(=O)NCC2CCCO2)nc2sc3c(c2c1=O)CCC3 (stereo unspecified) | 5 | -4 | -5
CS(=O)(=O)N1CCCN(C(=O)c2ccccc2C2CCNC2)CC1 (stereo unspecified) | -4 | -8 | ·
CCn1cc(C(CC(=O)N2CCCC2)c2cccc(C)c2)c2ccccc21 (stereo unspecified) | -2 | 0 | -1
COc1ccc(-c2nn(-c3ccccc3F)cc2CN2CCCN(C(C)=O)CC2)cc1 | 16 | -9 | ·
CCC(C(=O)N1CCN(C(=O)CCCCSc2nnc(-c3ccccc3)n2-c2ccc(C)cc2)CC1C)c1ccccc1 (stereo unspecified) | -3 | -2 | -5
Cc1nnc(-c2cc3ccccc3n2CC(=O)NCc2ccccc2Cl)o1 | -8 | -3 | -8
O=C(Nc1cccnc1)c1cccc(S(=O)(=O)N2CCOCC2)c1 | -17 | 3 | 0
O=C(c1ccc(-c2cc(-c3ccccc3)n[nH]2)cc1)N1CCC(Cc2ccccc2)CC1 | · | 1 | -5
Cc1ccc(CN2CCN(Cc3cn[nH]c3C3CCCCC3)CC2CCO)o1 (stereo unspecified) | 6 | -10 | -10
COCCN1CC(C(=O)N2CC(n3nc(C)cc3C)C2)CC1=O (stereo unspecified) | 4 | -1 | ·
CSc1ccccc1NC(=O)Cc1csc(-n2cccc2)n1 | 0 | -1 | ·
COc1ccccc1C(=O)N1CCN(c2oc(/C=C/c3cccs3)nc2C#N)CC1 | -2 | 0 | 2
O=C(Nc1ccc(Br)cc1Cl)c1ccc2c(c1)OCO2 | 16 | -12 | ·
Cc1cc(C(=O)N2CCN(c3cncc(-n4cccn4)n3)CC2)c(C)o1 | 4 | -3 | ·
COCCn1c(=O)c2c(nc3n2CCCN3c2cccc(Cl)c2)n(C)c1=O | · | -9 | -10
COc1ccc(C(O)(c2ccc(OC)cc2)c2ccc(CN(CCN3CCOCC3)Cc3cccc(C)c3)o2)cc1 | -9 | -1 | 1
CCOc1cccc2sc(NCCn3nc(C)cc3C)nc12 | -3 | -7 | ·

The list goes on, overlapping the part above by 2 compounds.
Structure | NPYLR7 ag | hcGAS inh | mcGAS lum
COc1ccc(C(O)(c2ccc(OC)cc2)c2ccc(CN(CCN3CCOCC3)Cc3cccc(C)c3)o2)cc1 | -9 | -1 | 1
CCOc1cccc2sc(NCCn3nc(C)cc3C)nc12 | -3 | -7 | ·
O=C(CCCn1cnnn1)NC1CC(=O)N(Cc2cccc3ccccc23)C1 (stereo unspecified) | -3 | -6 | ·
CN=Cc1cc([N+](=O)[O-])ccc1Cl | 17 | -6 | 0
O=C1CN(c2ccc(NC(=O)c3ccc4c(c3)COC4)cc2)CCN1 | -1 | -6 | ·
CSc1ccc(-c2cc(Nc3ccc4[nH]ccc4c3)ncn2)cc1 | 9 | -7 | ·
Fc1ccc(Oc2cc(N3CCCCCC3)ncn2)cc1F | 29 | -5 | -8
CSc1ncc(CN2CCCC(CNC(=O)c3n[nH]c4ccccc34)C2)cn1 (stereo unspecified) | 1 | -5&-5 | ·
Cc1ccc(-n2c(SCc3ccccc3C)nnc2C(C)NC(=O)c2ccc(Cl)c([N+](=O)[O-])c2)cc1 (stereo unspecified) | 26 | -2 | -6
Cc1ccc(C(=O)NCCN(C)c2ccccc2)c(C)c1 | -2 | -16 | ·
CC(=O)Nc1ccc(SCC(=O)N(C(C)C)C(C)C)nn1 | -5 | -5 | ·
COc1ccc(NC(=O)Cn2c(-c3nnc(C(C)C)o3)cc3ccccc32)cc1 | -6 | -6 | -10
CCc1nn(-c2ccccc2)c(Oc2ccc(C)cc2)c1CN(CCOC)CC(O)Cc1ccccc1 (stereo unspecified) | -1 | -6 | -4
CCc1noc(-c2cccc(NS(=O)(=O)NCc3ccccc3)c2)n1 | 0 | 5 | ·
CSc1ccc(NC(=O)C2(C)CCN2C(=O)c2sccc2C)cc1 (stereo unspecified) | 4 | -3 | ·
CSc1ccc(C(=O)Oc2ccc(Br)cc2)cc1[N+](=O)[O-] | -1 | 2 | 1
CCCc1noc(-c2ccc(Br)cc2)n1 | -8 | -3 | -2
CC(C)OCC(O)CN(Cc1cccn1C)C1CC1 (stereo unspecified) | 0 | -1 | -5
Cn1ncc2c(N3CCCCC3)nc(N3CCCC3)nc21 | 6 | -2 | -6
CC1=C(C(=O)OCCc2ccccc2)C(c2ccc([N+](=O)[O-])s2)NC(=O)N1C (stereo unspecified) | 21 | -3 | -6
Cc1ccc2nc(C)c(NC(=O)C(c3ccccc3)c3ccccc3)c(=O)n2c1 | 2 | -12 | ·
COc1ccccc1-c1cc(C(=O)N2CCN(c3cccc(C(F)(F)F)c3)CC2)nc2c(-c3ccccc3)c(C)nn12 | 8&18 | -4&-1 | -8&-4
CN(Cc1cc2n(n1)CCNC2)Cc1nc(-c2ccccc2)cs1 | 1 | -8 | ·

Screening data deposited in PubChem by Fisher Drug Discovery Resource Center.
